Screens as filed in PubChem.
WRN inhibitor – WRN helicase (human) inhibition; Q14191; hit rate 0.46% among 360,000; AID 651768; Potency, µM (highest dose often 114 µM), inactives show at the top dose activity change, negative = inhibition, usual class: inhibitors; WRN helicase unwinding, fluorescent forked duplex, kinetic; note: potency is the fitted concentration of half-maximal effect; % is set by controls: 0 for no effect and ±100 for the full control effect; nearly all actives have a fitted effect of over 55% in size
Target sequence (Q14191 whole entry, looked up): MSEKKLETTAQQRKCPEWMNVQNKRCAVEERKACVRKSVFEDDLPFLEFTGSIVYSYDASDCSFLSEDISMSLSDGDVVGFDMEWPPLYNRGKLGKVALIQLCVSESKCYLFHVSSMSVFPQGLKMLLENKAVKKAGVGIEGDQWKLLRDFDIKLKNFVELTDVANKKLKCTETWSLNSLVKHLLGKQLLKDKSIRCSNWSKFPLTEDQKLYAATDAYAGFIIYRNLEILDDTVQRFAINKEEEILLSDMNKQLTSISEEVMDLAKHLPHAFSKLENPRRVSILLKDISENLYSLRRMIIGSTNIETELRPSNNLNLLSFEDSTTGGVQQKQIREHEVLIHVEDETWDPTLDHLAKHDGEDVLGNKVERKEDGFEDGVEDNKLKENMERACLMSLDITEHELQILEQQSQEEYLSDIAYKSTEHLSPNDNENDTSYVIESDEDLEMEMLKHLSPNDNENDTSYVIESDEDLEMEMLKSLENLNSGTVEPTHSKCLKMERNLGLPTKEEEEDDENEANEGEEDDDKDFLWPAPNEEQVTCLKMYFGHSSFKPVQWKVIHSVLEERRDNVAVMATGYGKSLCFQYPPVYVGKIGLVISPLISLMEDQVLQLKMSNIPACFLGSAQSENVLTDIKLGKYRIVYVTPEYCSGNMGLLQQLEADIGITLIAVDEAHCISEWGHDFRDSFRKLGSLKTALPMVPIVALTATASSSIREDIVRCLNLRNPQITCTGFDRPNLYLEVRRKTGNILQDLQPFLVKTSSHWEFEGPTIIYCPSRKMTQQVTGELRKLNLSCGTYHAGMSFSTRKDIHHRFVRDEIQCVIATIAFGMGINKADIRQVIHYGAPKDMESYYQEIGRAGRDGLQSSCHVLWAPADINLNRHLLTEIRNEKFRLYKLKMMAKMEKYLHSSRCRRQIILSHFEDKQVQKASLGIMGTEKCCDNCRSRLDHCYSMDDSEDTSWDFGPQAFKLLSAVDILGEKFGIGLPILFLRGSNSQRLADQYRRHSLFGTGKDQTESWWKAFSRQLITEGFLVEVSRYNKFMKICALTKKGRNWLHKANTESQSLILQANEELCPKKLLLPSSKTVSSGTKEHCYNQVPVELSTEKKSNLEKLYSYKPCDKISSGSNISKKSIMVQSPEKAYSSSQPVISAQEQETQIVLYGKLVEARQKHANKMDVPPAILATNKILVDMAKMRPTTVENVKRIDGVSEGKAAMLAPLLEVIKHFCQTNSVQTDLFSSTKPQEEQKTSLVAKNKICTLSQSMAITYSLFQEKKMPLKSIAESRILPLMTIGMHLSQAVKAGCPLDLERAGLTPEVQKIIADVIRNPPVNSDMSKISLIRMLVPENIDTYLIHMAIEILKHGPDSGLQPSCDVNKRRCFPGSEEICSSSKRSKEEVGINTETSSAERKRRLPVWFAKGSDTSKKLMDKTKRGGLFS
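Kinetic red-fluorescence monitoring (525/598 nm) tracks WRN helicase activity after 100 nM fluorophore-quencher forked duplex and 2 mM ATP are added to 20 nM enzyme pretreated 15 min at room temperature with compound.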
PLK1 PBD inh – blocks phosphopeptide binding to human PLK1 polo-box domain; Plk1 PBD binding of FITC phosphopeptide, fluorescence polarization; Potency, µM, for inactives: max response, negative = inhibition, most hits filed as inhibitors; hit rate 2.8% among 360,000; AID 720504; note: potency is the fitted concentration of half-maximal effect; series mostly up to about 57 µM; % is set by controls: 0 for no effect and ±100 for the full control effect; nearly all actives have a fitted effect of over 65% in size
IL-2 act – activates IL-2 in a cell-based reporter assay; IL-2 activation reporter assay, cell-based qHTS; stimulated with anti-CD3/CD4/CD28 beads; in transgenic mouse T cells; activation, % (series mostly up to about 46 µM); hit rate 0.065% among 360,000; in the data active = activation above about 50%; inconclusive = mostly about 30% to 49%; note: 0% is about no effect
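Using fluorescent plate cytometry, EGFP and DsRed are detected in transgenic mouse T cells stimulated 18 h at 37 degrees C with antibody-coated beads after 60 min compound pretreatment.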
EPAC1 ag – EPAC1 (human) agonism. O95398. EPAC1 agonist qHTS, biochemical assay; response scale: 100% = response to 6.5 mM cAMP. Potency, µM (doses to about 154 µM), without a hit: top-dose activation, usual class: activators. hit rate 0.073% among 360,000. AID 720707; note: potency is the fitted concentration of half-maximal effect; nearly all actives have a fitted effect of over 60% in size
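Nucleotide exchange by EPAC1 (100 nM) on Rap1B–BODIPY-GDP (250 nM) in the presence of 50 uM GDP is tracked fluorescently at 480/540 nm over 30 min. Signals are normalized to a 6.5 mM cAMP control.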
EPAC1 antagonist – antagonists of human EPAC1 | O95398 | EPAC1 GEF assay, Rap1b-BODIPY-GDP exchange fluorescence | Potency, µM (top dose mostly 115 µM), for inactives: at the highest dose activity change, negative = inhibition, hits mostly inhibitors | hit rate 0.14% among 360,000;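 note: potency is the fitted concentration of half-maximal effect; plate controls were vehicle for no effect and positive control for full effect; nearly all actives have a fitted effect of over 50% in size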
PI5P4K alpha inh – inhibitors of human PI5P4K alpha. max response, %. P48426. PI5P4Kalpha enzyme, ADP-Glo luminescence, 60 min; active compounds read low. hit rate 1.2% among 330,000. AID 652105; active = max response of -50% or lower; inconclusive = between -30% and -50%; inactive = -30% or higher; note: value at the top dose of about 77 µM; % is set by controls: 0 for no effect and ±100 for the full control effect
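Enzyme plus substrate dispensed, test compounds pinned in, then ATP (5 microM final) added. After 60 min at RT, ADP-Glo reagent 1 for 45 min and reagent 2 for 30 min preceded luminescence imaging.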
FUS suppressor – suppressors of FUS proteinopathy in yeast; S. cerevisiae FUS-expressing, growth rescue, OD600, 24 h; Potency, µM (titrated, usually from 76.6 µM), for inactives: at the highest dose growth rescue (activation), hits mostly activators; hit rate 0.24% among 390,000;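 note: potency is the fitted concentration of half-maximal effect; plate controls were DMSO vehicle for no effect and reference control for full effect; nearly all actives have a fitted effect of over 55% in size; some results filed as inactive show a strong effect at the top dose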
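Compound concentration series was pinned onto galactose-induced FUS-expressing yeast seeded at OD 0.005. Plates sat 24hr at 30C; absorbance at 600 nm gave growth. DMSO served as background control.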
Abeta rescue – restores growth of yeast expressing A-beta42 peptide | yeast expressing A-beta42, growth rescue, OD600, 48 h; response scale: 0% DMSO, 100% iron-clioquinol control | Potency, µM (series often up to 46.1 µM), without a hit: at the highest dose growth rescue, usual class: activators | hit rate 0.063% among 410,000; note: potency is the fitted concentration of half-maximal effect; nearly all actives have a fitted effect of over 55% in size
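Growth rescue measured by 600 nm absorbance after 48 h yeast culture at 30 C with compound. Values normalized between DMSO and an equimolar ferric chloride plus clioquinol control.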
* hit, by the source's call; u = inconclusive; x = not tested or not shown; [ ] = dose if it differs, or a comment. Unless noted, calls come from the whole dose curve; as a rule, active = well fitted curve in the direction sought with a large enough effect; inconclusive = small, poorly fitted or top-dose-only effect, or another doubt; inactive = no such curve, though single readings can be large; an effect the other way counts as inactive or inconclusive.

SMILES	WRN inhibitor	PLK1 PBD inh	IL-2 act	EPAC1 ag	EPAC1 antagonist	PI5P4K alpha inh	FUS suppressor	Abeta rescue
Cc1ccc(/C=C2/NC(=O)N(Cc3ccccc3)C2=O)s1	-8%	27%	159*	13%	10%	x	22%	-1%
O=C(O)C1C2CC3OC(=O)C1C3C2 (stereo unspecified)	3%	3%	-0.2	1%	4%	-4	-10%	7%
Cc1cccc(NS(=O)(=O)c2ccc(C(=O)NCC(C)(C)N3CCOCC3)cc2)c1C	-7%	2%	-0.3	-8%	7%	1	16%	-6%
COc1cccc(CNS(=O)(=O)/C=C/c2ccc(OC)c(OC)c2)c1	5%[57.1 µM]	-20%	0.7	-14%	-3%	9	-2%	-14%
CCOCCn1c(=NC(=O)CSCC(=O)Nc2cc(C)on2)sc2cc(OC)ccc21	1%	-2%	-1.1	-2%	4%	10	21%	6%
CN(c1cccc(NC(=O)c2ccccc2N(C)S(=O)(=O)c2ccccc2)c1)S(C)(=O)=O	-15%	2%	-0.4	-1%	-23%	13	x	22%
O=C(Nc1cc(Cl)ccc1-n1cncn1)c1cc(F)c(F)c(F)c1F	-9%	-2%	0.1	u	-1%	5	7%	-62%[inhibitor]
CCOC(=O)N1CCN(c2c(-c3ccc(C(C)C)cc3)c(=O)c2=O)CC1	-19%	-6%	-3.3	8%	2%	2	16%	-12%
Cc1ccc2nsnc2c1S(=O)(=O)N1CCOCC1	7%	-6%	-1.2	-7%	10%	x	18%	4%
O=C(CCN1C(=O)/C(=C/c2ccccc2)SC1=S)Nc1ccccn1	-3%	-18%	-2.0	-6%	3%	1	1%	-5%
CCNC(=O)C1CCCN(C(=O)c2ccc(OC)c(OC)c2)CC1 (stereo unspecified)	-8%[57.1 µM]	-9%	-0.8	9%	u	-2	-22%	-8%
CCOC(=O)CCN(C(=S)Nc1ccccc1)C1CCCCC1	5%	-13%	0.9	2%	-8%	-2	-13%	6%
COc1cccc(CNS(=O)(=O)c2c(C(=O)N3CCCCC3)c(C)n(C)c2C)c1	8%	-8%	-1.8	-3%	12%	1	-16%	4%
COc1ccc(CC(=O)Nc2cccc(SC)c2)cc1	2%	2%	0.4	-2%	6%	-5	x	-10%
CN(Cc1ccccc1)S(=O)(=O)c1ccc(OCC(=O)NCc2cccnc2)cc1	-2%	-18%	-3.2	-7%	16%	5	21%	-1%
Cc1ccc(C(=O)NC(=S)Nc2c(C)ccc3nsnc23)cc1	-31%	-18%	-5.6	5%	2%	11	x	0%
O=S(=O)(Nc1nc2ccccc2nc1Cl)c1ccc(Br)cc1	-5%	-15%	-1.9	-11%	-24%	0	-20%	-65%[inhibitor]
O=C(Nc1ccc2c(c1)OCO2)C1Cc2c(-c3ccc(Cl)cc3)ccnc2O1 (stereo unspecified)	4%	-11%	-0.5	-10%	-5%	0	u	-15%
CN(CCO)S(=O)(=O)c1ccc2c(c1)C(=O)c1cc(S(=O)(=O)N(C)CCO)ccc1-2	1%	1%	-0.1	0%	0%	7	-6%	9%
COc1ccc(C(=O)O/N=C(\N)c2ccc(Br)cc2)cc1	-2%	1%	-3.1	-13%	-12%	1	26%	-16%
COc1cccc(C2CCCCN(C)C2=O)c1 (stereo unspecified)	6%	1%	1.1	0%	2%	1	-2%	7%
C[C@H]1C(=O)N(C)CCN1Cc1cn(C)nc1-c1ccc(Oc2ccccc2)cc1	5%[57.1 µM]	2%	-2.3	-6%	-13%	7	10%	8%
CSCCC(NS(=O)(=O)/C=C/c1ccccc1)C(=O)O (stereo unspecified)	-4%[57.1 µM]	3%	-2.1	-4%	-2%	-1	20%	2%
CCn1c(C)nc2cc(C(=O)NNS(=O)(=O)c3ccc(C)cc3C)ccc21	4%	-11%	-4.2	5%	3%	x	9%	-10%
CN1CCN(C2=C(Cl)C(=O)c3ccccc3C2=O)CC1	u	9.5µM*	-2.8	5%	28µM*	-4	x	-12%
CCN(C(=O)CSc1ccc2ccccc2n1)C1CCCCC1	1%	u	-6.3	2%	-2%	-2	x	-13%
CC(=O)NC1(C(Cl)(Cl)Cl)Oc2ccccc2O1	6%	-6%	-2.7	-6%	10%	-2	12%	-6%
O=C(NCc1ccco1)C1CCCN1C(=O)Nc1ccc(Br)cc1 (stereo unspecified)	-4%	1%	-2.3	-2%	8%	-6	-5%	-7%
COc1ccsc1NC(=O)OCc1ccc(Cl)cc1	-5%	0%	-1.7	12%	8%	-8	-16%	6%
Cn1c(=O)cc(OCC(=O)NCc2ccccn2)c2ccccc21	11%	-11%	-0.8	3%	3%	0	-3%	13%
COc1ccccc1C1CCN(Cc2ccc(Cl)cc2Cl)CC1	1%	3%	-0.4	-1%	6%	10	-8%	1%
Cn1c(Sc2nc3ccccc3n2C)nc2ccccc21	-2%	-8%	-2.0	4%	-9%	x	0%	28%
CCC(C)Nc1nc(-c2ccccn2)nc2ccccc12 (stereo unspecified)	0%	-2%	-3.7	18%	-5%	9	-1%	-12%
COc1ccc2cc(C(=O)NCc3ccccc3)[nH]c2c1	7%	-14%	1.6	10%	9%	2	0%	-3%
COc1ccccc1C(=O)OCc1c(-c2ccccc2)ncc2ccccc12	-6%	-15%	-0.4	1%	-10%	14	u	2%
Cn1c(=O)oc2cc(S(=O)(=O)NCC3CCCO3)ccc21 (stereo unspecified)	-4%	1%	-1.4	3%	-2%	1	-8%	1%
Cc1cc(NC(=O)Cc2ccccc2)ccc1NC(=O)c1cccs1	-1%[57.1 µM]	3%	-1.1	-1%	-3%	2	16%	1%
COc1ccc(CN2C(=O)C3C4C=CC(C4)C3C2=O)cc1 (stereo unspecified)	7%	-5%	-3.2	4%	26%	x	8%	2%
CCN(CC)c1ccc(/C=N/NC(=O)OC(C)(C)C)cc1	0%	5%	-0.3	-1%	2%	2	6%	1%
Cc1cccc(/C=C2/C(=O)/C(=C/c3ccccc3C)C3CCC2N3C)c1 (stereo unspecified)	-23%	-6%	-4.0	4%	-10%	13	x	-4%
CCN(CC(=O)Nc1c(F)cccc1F)C(=O)c1ccc(C#N)cc1	-1%	-5%	1.2	6%	12%	7	-20%	-11%
CCOC(=O)[C@H]1[C@H]2COc3cc(OC)ccc3[C@@H]2N2C(=O)c3cc(OC)ccc3NC(=O)[C@@]12C	3%	3%	0.0	0%	-9%	0	10%	-1%
O=c1[nH]cccc1-c1nc2cc(Cl)ccc2n1Cc1ccccc1	0%	-5%	-1.7	5%	19%	1	8%	1%
Cc1nc(Sc2ccccc2)c(C#N)c(C)c1[N+](=O)[O-]	2%	-8%	-1.6	4%	-29%	4	-11%	u
Cc1cccc(Oc2ccc(C(=O)NC3CCSC3=O)cn2)c1C (stereo unspecified)	-7%	0%	-3.0	-5%	14%	5	-26%	9%[9.22 µM]

Already shown: 13 of the compounds above.
SMILES	WRN inhibitor	PLK1 PBD inh	IL-2 act	EPAC1 ag	EPAC1 antagonist	PI5P4K alpha inh	FUS suppressor	Abeta rescue
CCC(C)Nc1nc(-c2ccccn2)nc2ccccc12 (stereo unspecified)	0%	-2%	-3.7	18%	-5%	9	-1%	-12%
COc1ccc2cc(C(=O)NCc3ccccc3)[nH]c2c1	7%	-14%	1.6	10%	9%	2	0%	-3%
COc1ccccc1C(=O)OCc1c(-c2ccccc2)ncc2ccccc12	-6%	-15%	-0.4	1%	-10%	14	u	2%
Cn1c(=O)oc2cc(S(=O)(=O)NCC3CCCO3)ccc21 (stereo unspecified)	-4%	1%	-1.4	3%	-2%	1	-8%	1%
Cc1cc(NC(=O)Cc2ccccc2)ccc1NC(=O)c1cccs1	-1%[57.1 µM]	3%	-1.1	-1%	-3%	2	16%	1%
COc1ccc(CN2C(=O)C3C4C=CC(C4)C3C2=O)cc1 (stereo unspecified)	7%	-5%	-3.2	4%	26%	x	8%	2%
CCN(CC)c1ccc(/C=N/NC(=O)OC(C)(C)C)cc1	0%	5%	-0.3	-1%	2%	2	6%	1%
Cc1cccc(/C=C2/C(=O)/C(=C/c3ccccc3C)C3CCC2N3C)c1 (stereo unspecified)	-23%	-6%	-4.0	4%	-10%	13	x	-4%
CCN(CC(=O)Nc1c(F)cccc1F)C(=O)c1ccc(C#N)cc1	-1%	-5%	1.2	6%	12%	7	-20%	-11%
CCOC(=O)[C@H]1[C@H]2COc3cc(OC)ccc3[C@@H]2N2C(=O)c3cc(OC)ccc3NC(=O)[C@@]12C	3%	3%	0.0	0%	-9%	0	10%	-1%
O=c1[nH]cccc1-c1nc2cc(Cl)ccc2n1Cc1ccccc1	0%	-5%	-1.7	5%	19%	1	8%	1%
Cc1nc(Sc2ccccc2)c(C#N)c(C)c1[N+](=O)[O-]	2%	-8%	-1.6	4%	-29%	4	-11%	u
Cc1cccc(Oc2ccc(C(=O)NC3CCSC3=O)cn2)c1C (stereo unspecified)	-7%	0%	-3.0	-5%	14%	5	-26%	9%[9.22 µM]

Printed as active in PLK1 PBD inh (from the list above):
smiles | WRN inhibitor | PLK1 PBD inh | IL-2 act | EPAC1 antagonist | PI5P4K alpha inh
CN1CCN(C2=C(Cl)C(=O)c3ccccc3C2=O)CC1 | u | 9.5µM* | -2.8 | 28µM* | -4

Further compounds follow.
SMILES	WRN inhibitor	PLK1 PBD inh	IL-2 act	EPAC1 ag	EPAC1 antagonist	PI5P4K alpha inh	FUS suppressor	Abeta rescue
O=C(O)CC1(CC(=O)Nc2ccc3c(c2)C(=O)OC3)CCCCC1	1%	7%	-0.1	3%	-1%	1	18%	1%
O=C(CNC(=O)c1cccs1)OCC(=O)c1ccc2ccccc2c1	-4%	-6%	-2.2	4%	-9%	0	6%	8%
CCCCNC(=O)c1c(O)c2cccc3c2n(c1=O)CCC3	0%	-7%	0.4	7%	-7%	2	-17%	15%
C[C@H](CO)N1C[C@H](C)[C@@H](CN(C)C(=O)c2ccc(F)cc2)Oc2cc(Br)ccc2S1(=O)=O	-1%	-9%	-4.9	-10%	14%	-6	15%	0%
CCOC(=O)CNC(=O)CSc1nnc(-c2cccc(C)c2)n1-c1ccc(OC)cc1	3%	-3%	0.3	-3%	9%	-2	9%	-7%
Cc1cccc(N2CCN(C(=O)c3ccc(NS(=O)(=O)c4ccc5[nH]c(=O)[nH]c5c4)cc3)CC2)c1C	-28%	6%	-1.6	11%	-15%	-13	x	8%
